XiGFP reactiv: activators of X-chromosome reactivation in mouse fibroblasts; activation, % at 7.58 µM; XiGFP mouse fibroblasts, % GFP-positive cells imaging, 3 d; cells co-treated with 5-aza-dC sensitizer; scaled so ellipticine positive control = 100%; 360,000 tested, 0.055% active;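 active means mean normalized replicate activation at least 10% and every replicate at or above 10%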;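 further: 0% = median of on-plate neutral control wells and 100% = ellipticine 6 µM median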
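assay system = SV40-immortalized XiGFP fibroblast cells, line 68-5-11 | buffer or medium = DMEM plus 5-aza-dC sensitizer | doses = single-point pinned compound dosing | times = 3-day compound exposure, then 15 min fixation at room temperature | benchmarks = positive control ellipticine, 6 µM final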
RAD54 inh: RAD54 (human) branch migration inhibition. RAD54 Holliday junction branch migration, FAM/BHQ fluorescence. 360,000 tested, 0.14% active. Q92698. inhibition, % at 10.4 µM;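 active means mean normalized replicate activity at least 40 and at least half of replicates scoring 40 or more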;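 further: 0% = median of neutral control wells and 100% = median of positive control wells; inhibitors cause a drop in the FAM fluorescence signal; in these data hits start at about 50%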
RAD52 anneal inh: blocks human RAD52 DNA annealing; P43351; recombinant RAD52 DNA annealing, FRET fluorescence; inhibition, % at 18.7 µM; 360,000 tested, 0.46% active;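 active means every replicate showing at least 50% inhibition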
EWS-Fli block: inhibitors of EWS/Fli oncoprotein transcriptional activity. A673 NR0B1-luciferase reporter, viability-normalised. inhibition, % at 12.6 µM. 350,000 tested, 0.67% active. AID 651661;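 active means mean inhibition of at least 50% after viability correction, with every replicate also passing that limit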;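 further: firefly luciferase signal divided by Alamar Blue viability fluorescence both relative to DMSO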
E-selectin induc: induces E-selectin expression in human endothelial cells; HUVEC E-selectin immunofluorescence imaging; normalized: neutral wells 0, TNF-alpha wells 100; P16581; activation, % at 7.58 µM; 260,000 tested, 0.37% active; AID 686992;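 active means mean E-selectin-positive cell signal at least 10% of the positive control, reached in at least 60% of replicates, without over 20% cell loss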;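 further: in these data hits start at about 27%; measured in HUVEC primary endothelial cells; signal is the percent of cells scored E-selectin positive by PE staining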
Target sequence (P16581 whole entry, looked up): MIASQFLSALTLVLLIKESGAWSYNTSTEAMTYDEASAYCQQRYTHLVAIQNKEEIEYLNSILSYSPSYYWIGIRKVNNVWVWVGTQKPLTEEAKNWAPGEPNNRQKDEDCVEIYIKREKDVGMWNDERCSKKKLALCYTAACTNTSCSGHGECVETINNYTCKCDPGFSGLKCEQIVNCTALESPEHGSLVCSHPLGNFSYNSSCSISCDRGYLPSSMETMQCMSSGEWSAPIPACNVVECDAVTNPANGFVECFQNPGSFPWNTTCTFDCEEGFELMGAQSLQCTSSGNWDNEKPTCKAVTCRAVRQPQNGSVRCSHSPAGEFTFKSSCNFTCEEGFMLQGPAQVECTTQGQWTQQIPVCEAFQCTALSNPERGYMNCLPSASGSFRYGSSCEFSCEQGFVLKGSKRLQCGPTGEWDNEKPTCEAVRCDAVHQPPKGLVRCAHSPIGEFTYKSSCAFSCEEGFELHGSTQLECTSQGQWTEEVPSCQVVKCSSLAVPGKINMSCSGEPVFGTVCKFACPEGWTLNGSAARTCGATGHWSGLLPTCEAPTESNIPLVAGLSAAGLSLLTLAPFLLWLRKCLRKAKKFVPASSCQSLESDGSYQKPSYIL
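System: HUVEC, human umbilical vein endothelial cells; quantity: 3,000 cells/well; buffer or medium: EGM-2 medium, gelatin-coated wells; dosing: single-point compound dose; detection: immunofluorescence imaging; evaluation: % PE-positive cells; benchmarks: TNF-alpha, DMSO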
esBAF inh: SWI/SNF esBAF complex inhibition. mouse ES cells, Bmi1-luciferase knock-in reporter, 24 h; 100% = twice the neutral-well signal. reporter increase, % at 12.5 µM. 350,000 tested, 2% active. AID 602393; in the data active means activation above about 40%;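 further: 0% = median of the plate's neutral control wells and 100% = double that signal; a rise in the Bmi1 reporter signal indicates esBAF inhibition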
S100A4 MyoIIA: inhibitors of human S100A4 binding to myosin IIA peptide; P26447; S100A4/TAMRA-MyoIIA peptide fluorescence polarization; inhibition, % at 10.7 µM; 360,000 tested, 0.14% active; AID 652163;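 active means mean inhibition of at least 70% across replicates, with every replicate also reaching that level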
Target sequence (P26447 whole entry, looked up): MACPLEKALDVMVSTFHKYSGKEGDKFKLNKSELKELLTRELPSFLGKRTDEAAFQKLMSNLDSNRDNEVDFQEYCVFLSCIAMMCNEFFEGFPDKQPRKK
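Test system: S100A4 monomer protein; Medium: HEPES pH 7.2 with CaCl2, KCl, NaCl, DTT, Triton; Probe or stimulus: TAMRA-labelled myosin IIA heavy-chain peptide probe, 5 nM; Doses: one dose per compound; Times: polarization read 5 min after assay mix addition, stable 5–60 min; Benchmarks: neutral control DMSO, positive control TFP.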
FN deposit inh: fibronectin deposition inhibition; AH1F fibroblasts, Alexa488-fibronectin deposition fluorescence, overnight; inhibition, % at 12.6 µM; 350,000 tested, 0.086% active;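 active means mean inhibition across replicates of 30% or more, regardless of how many single replicates reach that level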;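 further: positive control wells lacked labelled fibronectin entirely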
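test system = AH1F fibroblasts assembling fluorescent fibronectin matrix | quantity = 10000 AH1F cells per well | buffer or medium = DMEM plus 2% serum, read in PBS | doses = single dose, pinned | incubation = 1 h cell attachment, overnight exposure to compound and label | detection = fluorescence at 485 nm excitation, 525 nm emission | read-out basis = inhibition from reduced deposited-fibronectin fluorescence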
Active calls of the source: *; . = not tested or not shown.

SMILES	XiGFP reactiv	RAD54 inh	RAD52 anneal inh	EWS-Fli block	E-selectin induc	esBAF inh	S100A4 MyoIIA	FN deposit inh
CCN(CC(=O)Nc1c(F)cccc1F)C(=O)CCOc1ccc(C)cc1	-0.1	-6	2	-11	0.0	-2	-1	-6
Cc1cccc2cc(CN(Cc3cccnc3)C(=S)NCCCN(C)C)c(=O)[nH]c12	0.0	3	-10	4	.	-9	-5	-3
COc1ccc2[nH]cc(CCNC(=O)/C=C/[C@H]3O[C@@H](n4cc(C)c(=O)[nH]c4=O)C[C@@H]3O)c2c1	0.2	2	-9	2	0.9	0	0	1
COc1ccc(S(=O)(=O)N(C)C[C@H]2Oc3ccc(NS(=O)(=O)c4ccc(Cl)cc4)cc3C(=O)N([C@H](C)CO)C[C@H]2C)cc1	-1.0	0	15	6	-0.5	-4	-8	.
CC(=O)N(C)C[C@@H]1Oc2cc(C#CC3CC3)ccc2S(=O)(=O)N([C@H](C)CO)C[C@@H]1C	0.0	.	.	-10	-0.4	-4	.	-15
COc1ccc(Nc2ncccc2C(=O)NCc2ccccc2)cc1	.	5	-14	-7	.	7	-5	.
O=C([C@@H]1N[C@@H]2c3ccc(C4=CCCCC4)c(=O)n3C[C@@H]2[C@H]1CO)N1CCC(Cc2ccccc2)CC1	0.0	-3	-11	-8	-0.3	1	-5	.
CCC(=O)N1CCc2cc(Br)cc(S(=O)(=O)N3CCC(C(=O)NCCCOC(C)C)CC3)c21	0.1	-2	-9	1	-0.1	-3	-1	2
C[C@H]1CN([C@@H](C)CO)C(=O)Cc2cc(NS(=O)(=O)c3ccc(Cl)cc3)ccc2O[C@@H]1CN(C)CC1CC1	-0.6	2	11	-10	0.6	4	-32	.
COc1ccc(NC(=S)NNc2ccc(S(=O)(=O)Nc3ccccc3C(=O)O)cc2[N+](=O)[O-])cc1	0.4	.	-11	-10	.	.	-6	3
CC(C)Cc1nnc(NS(=O)(=O)c2ccc(Cl)cc2)s1	0.3	-24	-28	5	0.0	1	7	-3
CC(OC(=O)Cn1[nH]c(=O)c2ccccc2c1=O)C(=O)Nc1ccc(Cl)cn1 (stereo not given)	-0.1	0	-1	8	.	1	-6	2
CN1c2ccc(Br)cc2[C@@H]2[C@@H](CCN2C(=O)C2CCC2)[C@@H]1CO	0.2	.	-13	-4	-0.2	.	8	-3
Cc1ccc2c(=O)n3c(nc2c1)C(Cc1ccccc1)NC(=O)c1cc(Cl)ccc1-3 (stereo not given)	0.0	.	-11	13	-0.3	.	3	-3
O=C(Nn1c(-c2ccncc2)nc2ccccc2c1=O)c1ccc(Br)cc1	0.0	.	-1	6	.	.	11	-2
Cc1ccccc1NC(=O)COC(=O)c1ccc2c(c1)C(=O)N(CCCN1CCOCC1)C2=O	-0.1	-6	12	0	0.0	-3	-2	-9
COc1ccc(-c2ccc(NS(=O)(=O)c3cc([N+](=O)[O-])ccc3C)cc2)nn1	0.0	1	-4	13	.	-7	1	9
COc1ccc(CN(C)S(=O)(=O)c2nnc(NC(=O)c3ccccc3)s2)cc1OC	0.0	-6	-4	2	.	-6	-2	9
COc1ccc2c3c([nH]c2c1)[C@@H](CO)N(C(=O)NC(C)C)CC31CN(C(=O)C2CCCC2)C1	0.3	.	12	7	0.1	.	-5	.
Cc1ccn2cc(C(=O)NCc3ccco3)nc2c1	0.2	.	-12	-18	2.5	.	-3	-7
COc1ccc(NC(=O)CN(C)C(=O)c2oc3ccccc3c2C)cc1	0.0	.	-28	-1	.	.	-3	-3
Cc1cccc(N2CCN(C(=O)c3ccc(NS(=O)(=O)c4ccc5[nH]c(=O)[nH]c5c4)cc3)CC2)c1C	0.0	1	-7	.	0.5	-7	-2	-5
COCCNC(=O)c1cc2c(c(-c3cccc(C4=CCCC4)c3)n1)[C@@H](CCO)N([S@](=O)C(C)(C)C)C2	0.1	5	-52	2	1.2	0	-1	-21
CC(C)(C)NC(=O)N1c2ccccc2Sc2ccccc21	0.1	-1	-8	-15	0.1	-4	-7	1
Cn1c(=O)c2c(ncn2Cc2ccc(Cl)cc2)n(C)c1=O	0.0	.	4	11	.	16	2	0

Next results
SMILES	XiGFP reactiv	RAD54 inh	RAD52 anneal inh	EWS-Fli block	E-selectin induc	esBAF inh	S100A4 MyoIIA	FN deposit inh
Cc1nc2ccccc2nc(C)c1=NOCC(=O)N(c1ccccc1)C(C)C	-0.1	.	-72	12	0.4	.	-7	-8
COc1ccc2c3c(n(C)c2c1)[C@H](CO)N(Cc1ccccc1F)CC31CCN(C(=O)C2CCOCC2)CC1	0.1	.	-182	5	0.0	.	-2	-3
O=C1NCCCC1C(=O)N/N=C/c1cccc(O)c1 (stereo not given)	0.1	.	-9	4	0.9	.	-7	0
CC(C)NC(=O)Nc1ccc2c(c1)CC(=O)N([C@H](C)CO)C[C@@H](C)[C@@H](CN(C)Cc1ccncc1)O2	-0.7	1	9	12	0.1	1	11	7
Cn1nc(-c2ccc(Cl)cc2)c2cc(C(=O)NCc3ccco3)sc21	0.1	-18	-36	15	.	-9	-8	13
O=C(NCc1cccc(Cl)c1)c1cccc2c(-c3cccnc3)coc12	0.4	2	-1	9	0.1	7	-9	2
COC(=O)C1=CO[C@@H](O)C2C(CO)=CCC12 (stereo not given in full)	0.5	-12	-12	-14	0.6	-11	25	0
COC(=O)CNC(=O)COC(=O)c1cc(SC)ccc1Cl	0.0	.	-3	7	.	.	4	.
Cn1cnc(C(=O)N2CCc3ccccc3C2)c1C(=O)N1CCc2ccccc2C1	0.0	-2	-4	2	1.1	-4	15	-4
CC1CN(CCCCOc2cccc(Oc3ccccc3)c2)CC(C)O1 (stereo not given)	0.3	.	4	6	-1.3	.	2	-3
C1=C2C[N+]3(CCCC3)CC2Cc2ccc3ccccc3c21 (stereo not given)	.	54*	23	.	.	13	-2	.
O=C(O/N=C1\CCS(=O)(=O)c2sccc21)c1c(F)cccc1F	0.9	.	-10	-4	0.0	.	10	-1
CC(C)(Oc1ccc(Cl)cc1)C(=O)NCC(c1ccco1)N1CCCCC1 (stereo not given)	0.1	-12	-8	10	6.2	.	-12	1
O=C(c1csc2ccccc12)n1cccn1	.	2	3	-5	.	-3	-3	.
C[C@@H](CN=[N+]=[N-])CN1CC[C@H](O)CCC1=O	0.0	2	-9	0	0.0	3	1	-6
COc1ccc(COCC23N=C4SCCCN4[C@H](c4ccccc4O2)[C@H]3CO)cc1	.	0	9	5	.	.	-18	.
C[C@@H]1CCCCO[C@@H](CN(C)C(=O)Cc2ccccc2)[C@@H](C)CN([C@H](C)CO)C(=O)c2cc(NC(=O)Nc3ccc4c(c3)OCO4)ccc2O1	1.8	1	8	-8	0.0	5	-15	.
NC(=O)Cc1ccc(Nc2nnc(-c3ccccc3)c3ccccc23)cc1	0.4	5	-17	-2	-0.2	-7	-1	-1
CCS(=O)(=O)c1ccc2c(c1)N(S(=O)(=O)c1ccc(Cl)cc1)CC(C(=O)O)O2 (stereo not given)	0.0	-3	-12	-20	0.1	4	-4	1
CCCN1C(=O)C(=O)c2cc(C)ccc21	0.3	-3	-4	10	0.1	3	2	-1
S=C1NCCN1CC1CCN(CCCC2CCCC2)CC1	.	-2	-8	-4	0.8	-6	2	-7
O=C(O)c1cc(-n2nnnc2SCc2ccccc2F)ccc1Cl	0.1	.	-11	1	2.8	.	-10	-5
CN1C(=O)c2cc(NC(=O)c3ccccc3)ccc2OC[C@@H]2O[C@@H](CC(=O)NCC3CC3)CC[C@@H]21	0.4	1	2	-1	0.1	7	11	-25
CN(C)CC#Cc1ccc([C@H]2[C@@H](CO)N3C(=O)CN(C(=O)c4ccccc4)C[C@@H]23)cc1	0.1	.	-13	.	0.2	.	7	.
COc1ccc(NC(=O)N(C)C[C@H]2Oc3c(NS(=O)(=O)c4ccc(C)cc4)cccc3C(=O)N([C@H](C)CO)C[C@H]2C)cc1	0.1	5	14	0	1.0	4	4	.

No new results follow: 5 of the compounds above.
SMILES	XiGFP reactiv	RAD54 inh	RAD52 anneal inh	EWS-Fli block	E-selectin induc	esBAF inh	S100A4 MyoIIA	FN deposit inh
S=C1NCCN1CC1CCN(CCCC2CCCC2)CC1	.	-2	-8	-4	0.8	-6	2	-7
O=C(O)c1cc(-n2nnnc2SCc2ccccc2F)ccc1Cl	0.1	.	-11	1	2.8	.	-10	-5
CN1C(=O)c2cc(NC(=O)c3ccccc3)ccc2OC[C@@H]2O[C@@H](CC(=O)NCC3CC3)CC[C@@H]21	0.4	1	2	-1	0.1	7	11	-25
CN(C)CC#Cc1ccc([C@H]2[C@@H](CO)N3C(=O)CN(C(=O)c4ccccc4)C[C@@H]23)cc1	0.1	.	-13	.	0.2	.	7	.
COc1ccc(NC(=O)N(C)C[C@H]2Oc3c(NS(=O)(=O)c4ccc(C)cc4)cccc3C(=O)N([C@H](C)CO)C[C@H]2C)cc1	0.1	5	14	0	1.0	4	4	.

New compounds follow
SMILES	XiGFP reactiv	RAD54 inh	RAD52 anneal inh	EWS-Fli block	E-selectin induc	esBAF inh	S100A4 MyoIIA	FN deposit inh
C[C@H]1CN([C@@H](C)CO)C(=O)c2cccc(NS(=O)(=O)c3ccc(Cl)cc3)c2O[C@@H]1CN(C)S(=O)(=O)c1cn(C)cn1	0.0	.	.	-8	-1.0	-8	.	.
COc1ccc(C(=O)N[C@H](C(=O)Nc2sccc2C(N)=O)C(C)C)cc1	-0.1	-4	-15	2	.	5	2	-5
COCCN(C(=O)c1ccc(COc2ccccc2)o1)c1c(N)n(CC(C)C)c(=O)[nH]c1=O	0.0	14	-9	-2	.	-2	-4	6
CCCCOc1ccccc1C(=O)N(Cc1ccco1)C1CCS(=O)(=O)C1 (stereo not given)	0.0	-4	-23	.	.	18	3	5
CC(=O)Nc1ccc2c3c(cccc13)C(=O)N(c1ccccc1)C2=O	0.1	.	-2	2	0.0	.	-4	-3
Cc1ccccc1Cn1c(C)nc2ccc([N+](=O)[O-])cc2c1=O	0.1	-1	-4	6	0.0	-5	-16	-3
CCOc1cccc(=O)c2c(C)n(CC3CCCO3)c(C)c12 (stereo not given)	.	0	.	.	-1.2	1	.	-1
C[C@@H](C(=O)N[C@H](C(=O)O)c1ccccc1)n1nnc2ccccc2c1=O	0.0	.	-14	11	0.4	.	-8	-3
CCn1c(CNC(=O)C23CC4CC(CC(C4)C2)C3)nnc1SC	0.0	.	-9	-1	-3.5	.	-1	-13
CC(=O)c1ccc(S(=O)(=O)Nc2ccc(-n3c(C)nc4ccccc4c3=O)cc2)cc1	0.0	9	-6	-9	-0.6	9	-2	3
O=C(CN1CCOCC1)N[C@@H]1CC[C@H](CCNC(=O)Nc2cc(F)ccc2F)O[C@H]1CO	-0.1	-13	2	-7	0.9	3	-32	4
CCN1CCN(CC(O)COc2ccc3c(C)cc(=O)oc3c2)CC1 (stereo not given)	0.0	.	0	0	0.0	.	-1	2
COc1ccc(C(=O)NCCc2nnc(SCC(=O)Nc3ccccc3F)n2C)cc1	0.6	.	2	-10	0.1	.	-2	-5
COc1ccc(NC(=O)Nc2ccc3c(c2)[C@@H]2C[C@H](CC(=O)N4CCc5ccccc5C4)O[C@@H](CO)[C@@H]2O3)cc1	0.1	5	0	-2	0.0	-2	-32	-4
CCc1nc2c(OCc3cc(Cl)cc(Cl)c3)cccn2c1N(C=O)Cc1ccccc1	0.1	-12	-81	16	-0.1	-6	1	0
